TDP1 cell noCPT: qHTS for Inhibitors of human tyrosyl-DNA phosphodiesterase 1 (TDP1): qHTS in cells in absence of CPT. DT40 Tdp1-/- hTDP1 cells, no CPT, ATP luminescence, 48 h. 15% of 420,000 active. Potency, µM (highest dose often 46.2 µM), inactives show at the highest dose activity change, negative = growth inhibition, most hits filed as inhibitors; note: nearly all actives have a fitted effect of over 55% in size
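No-CPT arm: Tdp1-/-;hTDP1 DT40 cells (400/well) plus compounds, incubated ≥48 hr at 37 °C. Readout CellTiter-Glo luminescence.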
N370S GC: inhibitors or activators of N370S glucocerebrosidase for Gaucher disease. N370S GC spleen homogenate, 4MU-glucoside fluorescence. Potency, µM (top dose mostly 59.4 µM), for inactives: at the highest dose activity change, negative = inhibition, hits mostly inhibitors. 0.092% of 330,000 active. AID 2101;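 note: 0% = full enzyme activity and -100% = no enzyme basal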
TDP1 inh: TDP1 (human) enzyme inhibition | Q9NUW8 | recombinant TDP1, AlphaScreen DNA substrate cleavage | Potency, µM (titrated, usually from 130 µM), for inactives: at the highest dose activity change, negative = inhibition, actives largely listed as inhibitors | 0.28% of 350,000 active | AID 485290; note: nearly all actives have a fitted effect of over 40% in size
Target sequence (Q9NUW8 whole entry, looked up): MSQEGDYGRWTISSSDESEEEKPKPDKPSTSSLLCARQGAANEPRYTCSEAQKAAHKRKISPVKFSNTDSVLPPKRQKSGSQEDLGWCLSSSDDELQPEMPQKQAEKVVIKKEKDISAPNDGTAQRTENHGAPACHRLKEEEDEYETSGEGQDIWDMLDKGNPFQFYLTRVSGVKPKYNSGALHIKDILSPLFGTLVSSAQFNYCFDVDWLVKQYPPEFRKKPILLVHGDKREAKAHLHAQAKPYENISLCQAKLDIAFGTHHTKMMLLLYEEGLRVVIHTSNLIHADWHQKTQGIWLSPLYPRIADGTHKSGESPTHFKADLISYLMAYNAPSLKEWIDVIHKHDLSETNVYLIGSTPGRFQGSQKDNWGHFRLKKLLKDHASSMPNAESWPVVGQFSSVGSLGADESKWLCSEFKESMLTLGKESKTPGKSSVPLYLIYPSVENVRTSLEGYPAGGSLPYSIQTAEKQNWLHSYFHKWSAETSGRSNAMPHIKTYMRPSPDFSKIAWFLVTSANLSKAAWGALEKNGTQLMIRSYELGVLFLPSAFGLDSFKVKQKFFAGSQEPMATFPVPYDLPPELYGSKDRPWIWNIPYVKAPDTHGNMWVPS
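AlphaScreen read-out: signal falls as enzyme removes the 3' tyrosine-FITC from a 5'-biotinylated DNA oligo (15 nM, 5 min, RT). Enzyme was E. coli-made recombinant Tdp1 at 1 nM, exposed to compound for 15 min beforehand; beads 10 ug/ml, 10 min.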
An asterisk follows results filed as active; ? = inconclusive; . = not tested or not shown; [ ] = dose if it differs, or a comment. Calls come from the whole dose curve; as a rule, active = well fitted curve in the direction sought with a large enough effect; inconclusive = small, poorly fitted or top-dose-only effect, or another doubt; inactive = no such curve, though single readings can be large; an effect the other way counts as inactive or inconclusive. Unless noted, % is set by controls: 0 for no effect and ±100 for the full control effect; potency is the fitted concentration of half-maximal effect.

Start of the data: the first 13 compounds (preview)
Each structure is followed by: TDP1 cell noCPT, N370S GC, TDP1 inh
> Cc1ccc(N2C(=O)c3ccc(C(=O)O)cc3C2=O)cc1C
→ 3%, -15%, 8%
> O=C(NNc1cccc(Cl)n1)Nc1ccccc1
→ -16%, -4%, 3%
> COc1ccccc1C1/C(=C(/O)c2ccc(C)cc2)C(=O)C(=O)N1CC(C)O (stereo not given)
→ ?, -1%, -12%
> Cc1ccc(C)c(NC(=O)N2CCCCCC2)c1
→ 16%, -4%, 3%[56.1 µM]
> CC[C@@]1(C(=O)OC)N[C@H](CN(C)C(=O)Nc2ccc(Cl)cc2)[C@@H]2C(=O)N(C)C(=O)[C@@H]21
→ 3%, ., 3%
> O=C(c1ccco1)N1CCN(Cc2nc3ccccc3c(=O)n2-c2ccc(F)cc2)CC1
→ ?, 25%, 4%
> O=C(Cn1cnc2ccc(Cl)cc2c1=O)c1cccs1
→ -17%, 8%, -2%
> Cc1c(C(=S)NC(=O)C2CC2)c(=O)n(-c2ccccc2)n1C
→ ?, 12%, 0%
> CC(=O)c1ccc(NC(=O)Cc2cccs2)cc1
→ -14%, 1%, .
> O=S(=O)(c1ccccc1)c1nc(-c2ccc(F)cc2)oc1N1CCCCCC1
→ 15µM*, ., 1%
> Cc1ccc(NC(=O)c2nc[nH]c2C(=O)N2CCc3ccccc3C2)cc1
→ -25%, ., 0%
> CCC(Sc1nc(-c2ccc(F)cc2)nc2c1Cc1c(CO)cnc(C)c1O2)C(=O)Nc1ccc(F)cc1 (stereo not given)
→ 6%, ., 0%
> Cc1nn(C)cc1/C=N/n1nnnc1N
→ -16%, -4%, 4%

The listing, from the first entry:
Each structure is followed by: TDP1 cell noCPT, N370S GC, TDP1 inh
> Cc1ccc(N2C(=O)c3ccc(C(=O)O)cc3C2=O)cc1C
→ 3%, -15%, 8%
> O=C(NNc1cccc(Cl)n1)Nc1ccccc1
→ -16%, -4%, 3%
> COc1ccccc1C1/C(=C(/O)c2ccc(C)cc2)C(=O)C(=O)N1CC(C)O (stereo not given)
→ ?, -1%, -12%
> Cc1ccc(C)c(NC(=O)N2CCCCCC2)c1
→ 16%, -4%, 3%[56.1 µM]
> CC[C@@]1(C(=O)OC)N[C@H](CN(C)C(=O)Nc2ccc(Cl)cc2)[C@@H]2C(=O)N(C)C(=O)[C@@H]21
→ 3%, ., 3%
> O=C(c1ccco1)N1CCN(Cc2nc3ccccc3c(=O)n2-c2ccc(F)cc2)CC1
→ ?, 25%, 4%
> O=C(Cn1cnc2ccc(Cl)cc2c1=O)c1cccs1
→ -17%, 8%, -2%
> Cc1c(C(=S)NC(=O)C2CC2)c(=O)n(-c2ccccc2)n1C
→ ?, 12%, 0%
> CC(=O)c1ccc(NC(=O)Cc2cccs2)cc1
→ -14%, 1%, .
> O=S(=O)(c1ccccc1)c1nc(-c2ccc(F)cc2)oc1N1CCCCCC1
→ 15µM*, ., 1%
> Cc1ccc(NC(=O)c2nc[nH]c2C(=O)N2CCc3ccccc3C2)cc1
→ -25%, ., 0%
> CCC(Sc1nc(-c2ccc(F)cc2)nc2c1Cc1c(CO)cnc(C)c1O2)C(=O)Nc1ccc(F)cc1 (stereo not given)
→ 6%, ., 0%
> Cc1nn(C)cc1/C=N/n1nnnc1N
→ -16%, -4%, 4%
> Cc1ccccc1NC(=O)c1ccc2ccccc2c1
→ -10%, -2%, .
> COc1ccccc1NS(=O)(=O)c1cc(NC(=O)c2ccc3ccccc3n2)ccc1Cl
→ -30%, 1%, 0%
> COCCNc1oc(/C=C/c2ccc(F)cc2)nc1S(=O)(=O)c1ccccc1
→ -23%, ?, 0%
> COc1ccc(N2C(=O)/C(=C/c3cccs3)NC2=S)cc1
→ 5.8µM*, -3%, 3%
> COc1ccc(CNC(=O)CSc2nc3ccc(OC)cc3[nH]2)cc1
→ -15%, -7%, .
> CCc1ccc(NC(=O)CC2C(=O)N(c3ccc(Cl)cc3)C(=O)N2Cc2ccco2)cc1 (stereo not given)
→ ?, ., 6%
> COc1ccccc1NC(=O)Nc1nc(CC(=O)NCc2c(F)cccc2F)cs1
→ 21µM*, -1%, -8%

Each structure is followed by: TDP1 cell noCPT, N370S GC, TDP1 inh
> CCOC(=O)c1c(-c2cccc(C)c2)csc1NC(=O)c1c(-c2ccccc2)noc1C
→ 23µM*, 13%, -4%
> O=c1[nH]c2ccc(S(=O)(=O)Nc3ccc(-c4nnc5n4CCCCC5)cc3)cc2o1
→ 7%, 2%, -10%
> O=C(NC(=S)Nc1ccc(CN2CCOCC2)cc1)c1ccc(-c2cccc(Cl)c2)o1
→ 7.3µM*, -24%, .
> CC1(C)C2([N+](=O)[O-])CN3CC1([N+](=O)[O-])CN(C2)C31CCCC1
→ -1%, 5%, 1%
> O=C(Cc1ccccc1)NC1CCN(C(=O)NCc2ccccc2)CC1
→ -8%, 3%, 0%
> CC1=NN(Cc2ccccc2)C(=O)/C1=C/c1ccc(N(C)C)cc1
→ ?, -2%, -2%
> O=C(NC1CCCC1)C(c1ccccn1)N(Cc1ccc(F)cc1)C(=O)c1csnn1 (stereo not given)
→ 0%, -4%, 5%[0.0935 µM]
> COc1ccc(CNc2ccc(S(=O)(=O)N3CCN(C)CC3)cn2)cc1OC
→ -19%, -5%, 0%
> O=C(Nc1ccc(-c2cnco2)cc1)c1ccc(F)cc1F
→ -12%, -5%, .
> COc1ccc(S(=O)(=O)N2CCN(c3cccc(C)c3C)CC2)cc1
→ -42%, 27%, -5%
> CCCC(=O)c1ccc(N2CCC(C)CC2)c(F)c1
→ ?, 11%, 3%
> O=C(Nc1ccc2c(c1)ncn2-c1ccccc1)c1ccco1
→ -22%, -10%, 5%
> CCOc1ccc(C(=O)OCC(=O)NCc2ccco2)cc1OCC
→ -16%, -3%, .
> CC(C)S(=O)(=O)c1csc(NC(=O)Nc2ccc(Cl)cc2)c1Cl
→ 16µM*, 2%, -5%
> CCN1CCN(C(=O)c2cc3c(=O)n4ccccc4nc3n2Cc2ccccc2)CC1
→ ., ?, 3%
> Cc1ccnc2nc(C(=O)NC3=NCCS3)nn12
→ -13%, 6%, 4%
> C=CCN1C(=NC(=O)CCCC(=O)O)SC2CS(=O)(=O)CC21 (stereo not given)
→ -8%, 5%, 3%
> C/C(=N\Nc1ccc([N+](=O)[O-])cc1)c1ccc(-n2nncc2C(C)(C)C)cc1
→ -24%, 8%, 2%
> Cc1ccc(-n2nc3c(c2NC(=O)C2CCCC2)CS(=O)(=O)C3)cc1
→ 21%, -1%, 7%
> CC(C)c1ccccc1NC(=O)c1cccc(NC(=O)c2ccccc2)c1
→ ?, -1%, 7%

Each structure is followed by: TDP1 cell noCPT, N370S GC, TDP1 inh
> O=C(Nc1ccc(OCc2cc(=O)n3ccsc3n2)cc1)c1ccc(F)cc1
→ 4%, ., -1%
> O=C1CC(c2ccc(F)cc2)c2cc3c(cc2N1)CCC3 (stereo not given)
→ -26%, 16%, 1%
> CCCn1cc(C(CC(=O)O)C(=O)O)c2ccccc21 (stereo not given)
→ 0%, 0%, 7%
> COc1ccc(C(=O)CC(=O)C(=O)Nc2cccc([N+](=O)[O-])c2C)cc1
→ 16µM*, -9%, .
> COc1ccc(NC(=O)C(OC(=O)c2ccc([N+](=O)[O-])o2)c2ccccc2)cc1Cl (stereo not given)
→ ?, 4%, 0%
> COc1c(C)cc(Br)cc1C(=O)NC(=S)Nc1ccc(Cl)c(C(=O)O)c1
→ 11%, -2%, 3%
> Cc1nc(C)n(CC(=O)N2CCCC(C(=O)c3cccc4ccccc34)C2)n1 (stereo not given)
→ ?, 8%, 5%
> CC(=O)c1ccc(-n2c(CCC(=O)O)ccc2-c2ccc(C)cc2)cc1
→ -5%, -1%, .
> Cc1cccc(NC(=O)CSc2ccc(-c3sc(-c4ccccc4)nc3C)nn2)c1C
→ ?, ., 10%
> Nc1nonc1C(=O)OCC(=O)c1ccc(Cl)cc1
→ -3%, -9%, 3%
> CC(=O)Nc1ccc(Nc2nnc(-c3ccc(O)cc3)c3ccccc23)cc1
→ 0%, ?, .
> CSc1ccc(S(=O)(=O)N2CCC(C(=O)NCc3ccncc3)CC2)cc1
→ -13%, -25%, 14%
> Cc1cn(C(=O)c2ccccc2)c(=S)n1-c1ccc(Cl)cc1
→ -18%, ?, 0%
> O=C(Nc1cccc(-c2cn3cccnc3n2)c1)Nc1ccccc1F
→ ?, 0%, 0%
> COc1ccc(C)cc1-n1nnnc1SCc1nc2ccccc2s1
→ ?, 11%, 0%
> COc1ccc(S(=O)(=O)N(C)C[C@H]2Oc3c(NS(=O)(=O)c4cn(C)cn4)cccc3C(=O)N([C@H](C)CO)C[C@@H]2C)cc1
→ 3%, ., 1%
> Cc1ccc(C(C)C)c(OCCCCCN2CCOCC2)c1
→ -16%, -17%, -6%
> Cc1onc(-c2ccccc2)c1C(=O)N=C(N)c1ccc(Cl)cc1
→ ?, -7%, -3%
> N#Cc1c[nH]n2c(NC3CCCC3)c(-c3cccc(Cl)c3)nc12
→ ?, ., 9%
> O=Cc1ccc(OCC(=O)N2CCOCC2)cc1
→ 0%, -3%, 4%

Each structure is followed by: TDP1 cell noCPT, N370S GC, TDP1 inh
> CCCOc1ccc(N2C(=O)CC(N3CCC(c4nncn4CC)CC3)C2=O)cc1 (stereo not given)
→ -10%, -1%, 4%
> CCOc1ccc(N(CC(=O)NC2CCCCC2)C(=O)CCC(=O)Nc2ccccn2)cc1
→ -15%, 3%, 10%
> O=C1c2oc3ccccc3c(=O)c2C(c2cccs2)N1CCCN1CCOCC1 (stereo not given)
→ -27%, 0%, 2%
> Cc1ccc(C(=O)C2CCNCC2)cc1
→ -21%, -5%, 6%
> CN(/C=C/C(=C\C=[N+](C)c1ccccc1)OCCCS(=O)(=O)[O-])c1ccccc1
→ 1%, 16%, -3%
> Cc1ncc(CO)c2c1Oc1nc(-c3ccc(Cl)cc3)nc(SCC(=O)N3CCCCC3)c1C2
→ 16µM*, ., 0%
> CCC1CCCCN1C(=O)Cn1nc([N+](=O)[O-])c(Cl)c1C (stereo not given)
→ -4%, 4%, 3%
> CCOC(=O)C1=C(C)NC(C)=C(C(=O)OCC)C1C(=O)OCC(=O)NCCc1ccc(S(N)(=O)=O)cc1
→ -4%, -2%, .
> Cn1nc(C(F)(F)F)cc1C(=O)Nc1ccc(-c2ccno2)cc1
→ -20%, -4%, 0%
> Cc1cccc(Nc2nc(-c3ccc(F)c(C)c3)cs2)n1
→ ?, -5%, .
> CC(C)Sc1nc(N)c2c3c(sc2n1)CN(C)CC3
→ -10%, -2%, 4%
> COc1ccc(OCC(=O)NC(=S)Nc2ccc(N3CCOCC3)c(Cl)c2)cc1
→ -15%, 0%, 1%
> CC1CSC(N(C(=O)c2ccc(S(C)(=O)=O)cc2)c2ccc(Cl)cc2)=N1 (stereo not given)
→ ?, -12%, 4%
> O=C(c1ccccc1)C(C(=O)N1CCCCC1)n1ccccc1=O (stereo not given)
→ -24%, 22%, 0%
> CC1CN(c2ccc(Cl)nn2)CC(C)O1 (stereo not given)
→ 10%, 4%, 3%
> Cc1ccccc1NC(=S)NC1CCN(Cc2ccccc2)CC1
→ -38%, -12%, -1%
> CN(C)C(=O)CCc1ccc2c3c([nH]c2c1)[C@]1(CCC2CCCC2)[C@@H](C(=O)N2CCOCC2)C[C@H](CC(=O)NCCCn2ccnc2)C(=O)N1CC3
→ -2%, ., 0%[56.1 µM]
> O=C(N/N=C/c1ccc(-c2ccccc2[N+](=O)[O-])o1)[C@H]1C[C@@H]1c1ccccc1
→ ?, 3%, 3%
> CC(C)[C@H](NC(=O)c1cccc(S(=O)(=O)N2CCOCC2)c1)C(=O)NCc1ccc(F)cc1
→ ?, ., 1%
> c1ccc2c(c1)nc(N1CCCCCC1)c1ccccc12
→ ?, -1%, .

Each structure is followed by: TDP1 cell noCPT, N370S GC, TDP1 inh
> Cc1ccc(S(=O)(=O)N(C)C)cc1-n1c(SCC(=O)Nc2ccccc2)nc2ccccc2c1=O
→ ?, ?, 6%
> Cn1ncc([N+](=O)[O-])c1C(=O)Nc1ccc(-c2nc3ccccc3o2)cc1
→ ?, -15%, 1%
> CCc1cc2c(N=Nc3c(O)[nH]c4ccccc34)ncnc2s1
→ 21µM*, 3%, 0%
> CSc1nc(SCCO)c2sc3nc(-c4ccco4)c4c(c3c2n1)CC(C)(C)OC4
→ ?, -24%, .
> COc1ccc(CN2C(=O)c3ccccc3C2=O)cc1C(=O)OCC(=O)NC1CCCCC1
→ 4%, 7%, -3%
> CC(=O)Nc1ccc(C2NC(=O)c3ccccc3O2)cc1 (stereo not given)
→ -6%, -14%, 5%
> O=C(Nc1ccc2ccccc2c1)c1ccc(Cl)cc1
→ -4%, -8%, .
> Cc1ccc(C(=O)n2c(-c3ccccc3)cnc2SCC(=O)Nc2ccccc2)cc1
→ ?, 2%, 5%
> CC(=NCCc1c(C)[nH]c2ccc(C)cc12)C1=C(O)CC(c2ccccc2)CC1=O (stereo not given)
→ 1.6µM*, ?, 8%
> COc1cccc(C(=O)Nc2ccc(Cl)c(C(F)(F)F)c2)c1
→ ?, 4%, -1%
> C=CCOc1ccc(CNn2cn[nH]c2=S)cc1
→ -5%, 14%, 2%

A portion of the library; rates above refer to the full screens.
